Rtt109 HAT inh – C. albicans Rtt109 histone acetyltransferase inhibition; Q5AAJ8; purified Rtt109/Vps75, ThioGlo CoA-SH fluorescence, 4 h; inhibition, % at 34.9 µM; 0.16% of 330,000 active; AID 540336;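 active = inhibition of at least 50% in every replicate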
PKA-R2B act – activates the human PKA-R2B holoenzyme complex; P22694+P31323; AID 504700; PKA-R2B holoenzyme dissociation, Cy5-IP20 fluorescence polarization; R2B truncated from residue 108, S112A mutant; 0% DMSO only, 100% 113 µM cGMP; activation, % at 11.4 µM; 0.079% of 340,000 active;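 active = activation above a cutoff set at the mean over all compounds plus 3 SD, cut at about 18% in these data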;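 note: higher means more holoenzyme dissociation and a rise in polarization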
Target sequence (P31323 whole entry, looked up, other chains not shown, the tested form may be a part): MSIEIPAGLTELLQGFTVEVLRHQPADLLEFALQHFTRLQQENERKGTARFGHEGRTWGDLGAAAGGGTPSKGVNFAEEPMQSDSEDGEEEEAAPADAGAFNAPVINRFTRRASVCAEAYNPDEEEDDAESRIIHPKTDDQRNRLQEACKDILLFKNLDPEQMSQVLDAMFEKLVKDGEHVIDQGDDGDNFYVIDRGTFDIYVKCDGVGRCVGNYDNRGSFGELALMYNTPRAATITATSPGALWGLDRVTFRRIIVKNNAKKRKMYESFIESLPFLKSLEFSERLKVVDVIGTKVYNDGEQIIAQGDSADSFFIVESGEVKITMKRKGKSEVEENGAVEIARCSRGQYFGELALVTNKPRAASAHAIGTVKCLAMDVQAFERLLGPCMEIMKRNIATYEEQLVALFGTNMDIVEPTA
Keap1-Nrf2 PPI – disrupts human Keap1 binding to Nrf2 peptide; Q14145; inhibition, % at 9.4 µM; Keap1 Kelch-Nrf2 peptide fluorescence polarization, 1536-well; AID 504523; 0.15% of 340,000 active; in the data active = inhibition above about 12%;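 note: human Keap1 Kelch domain with fluorescein labeled Nrf2 9mer peptide probe; 0% = neutral control wells and 100% = peptide positive control; higher means more block of Keap1 binding to Nrf2 peptide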
LANA DNA inh – KSHV C-LANA DNA binding inhibition | MBP-C-LANA/FAM-LBS DNA binding, fluorescence polarization | inhibition, % at 9 µM | 0.078% of 340,000 active;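 active = highest replicate inhibition at or above 60% at 9 µM, even if other replicates fall short; inactive = all replicates below 60% inhibition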;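 note: 0% = neutral control wells and 100% = 4 µM acridine orange control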
DAGLB inhibitor – blocks human DAGLB lipase activity; Q8NCG7; HEK293T DAGLB membrane lysate, EnzChek fluorogenic substrate; inhibition, % at 5.17 µM; 0.059% of 340,000 active; in the data active = inhibition above about 34%;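 note: 0% = enzyme with vehicle and 100% = wells lacking enzyme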
Target sequence (Q8NCG7 whole entry, looked up): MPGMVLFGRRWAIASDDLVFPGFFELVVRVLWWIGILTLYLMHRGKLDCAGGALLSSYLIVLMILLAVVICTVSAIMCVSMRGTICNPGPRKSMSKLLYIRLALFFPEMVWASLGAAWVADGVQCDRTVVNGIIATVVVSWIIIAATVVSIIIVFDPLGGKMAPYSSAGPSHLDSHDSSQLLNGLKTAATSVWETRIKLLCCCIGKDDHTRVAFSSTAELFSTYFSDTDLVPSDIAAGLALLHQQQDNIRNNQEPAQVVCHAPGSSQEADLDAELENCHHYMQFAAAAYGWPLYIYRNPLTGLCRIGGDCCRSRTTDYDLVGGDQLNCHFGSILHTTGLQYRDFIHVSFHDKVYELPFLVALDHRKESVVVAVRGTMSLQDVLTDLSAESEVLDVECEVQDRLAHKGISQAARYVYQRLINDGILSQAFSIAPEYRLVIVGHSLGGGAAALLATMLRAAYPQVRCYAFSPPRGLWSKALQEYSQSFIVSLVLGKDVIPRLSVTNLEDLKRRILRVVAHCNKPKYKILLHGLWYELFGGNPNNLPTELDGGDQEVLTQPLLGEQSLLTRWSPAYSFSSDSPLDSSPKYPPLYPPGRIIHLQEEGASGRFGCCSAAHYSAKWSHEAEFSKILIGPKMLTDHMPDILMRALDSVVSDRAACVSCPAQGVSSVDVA
SR-BI uptake up – enhances SR-BI lipid uptake from DiI-HDL. CHO ldlA[mSR-BI] cells, DiI-HDL uptake fluorescence, 3 h; 100 = double the neutral-control signal. activation, % at 12.5 µM. 0.096% of 320,000 active. AID 504775;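 active = mean replicate activation of at least 60% and every replicate at or above 60%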;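 note: 0% = median plate neutral-control signal and 100% = twice that signal; values of inactives mirror those of a sister screen read the other way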
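Test system: SR-BI-overexpressing, LDLR-lacking CHO cells. Measured by: DiI fluorescence, bottom read. Medium: Ham's F12 with 0.5% BSA, HEPES 25 mM, pH 7.4. Timing: 3 h uptake period with compound, 37 °C.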
cardiac RTF act – increases calcium sensitivity of human cardiac regulated thin filaments. P19429+P45379. IANBD-labeled TnC RTF fluorescence at EC20 calcium; 0% EC20 calcium, 100% full calcium. activation, % at 7.2 µM. 0.24% of 340,000 active. AID 493008;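 active = activation above the mean over all tested compounds plus 3 SD, cut at about 30% in these data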;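 note: rise in fluorescence read as greater calcium sensitivity of cardiac thin filaments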
RTF Ca sens inh – cardiac RTF calcium desensitization; AID 493244; inhibition, % at 7.15 µM; P19429+P45379; 0.12% of 340,000 active; IANBD-labeled cardiac RTF, Ca2+ fluorescence;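 active = inhibition above the mean inhibition of all tested compounds plus 3 SD, cut at about 17% in these data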;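 note: assay run at fixed EC70 calcium of 1.6 mM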
CAL PDZ FP-1 – blocks peptide binding to human CAL PDZ domain. inhibition, % at 20 µM. Q9HD26. 0.02% of 330,000 active. purified CAL PDZ, TMR-peptide fluorescence polarization, 1 h. AID 504414;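 active = highest replicate inhibition of at least 40%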;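 note: plate controls were DMSO neutral control wells for no effect and unlabeled competitor peptide control wells for full effect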
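material = purified tagged CAL PDZ domain construct (CerCALP) | compound dosing = 20 µM, one dose | times = 1 h at RT | measured by = fluorescence polarization from S- and P-plane intensities, G-factor corrected | read-out = inhibition from polarization loss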
CAL PDZ FP-2 – inhibitors of human CAL PDZ peptide binding; Q9HD26; purified CAL PDZ, TMR-peptide fluorescence polarization, 1 h; inhibition, % at 24.9 µM; 0.92% of 300,000 active; AID 602252;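 active = mean inhibition of at least 30% with at least half of replicates also reaching 30%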;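 note: 0% = DMSO neutral control and 100% = excess unlabeled competitor peptide PRC23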
An asterisk follows results filed as active.

Screening C=CCn1c(=NC(=O)c2ccc(S(=O)(=O)N3CCCc4ccccc43)cc2)sc2cc(S(N)(=O)=O)ccc21 returned Rtt109 HAT inh 6, PKA-R2B act -9, Keap1-Nrf2 PPI 2, LANA DNA inh 1.9, DAGLB inhibitor 0, SR-BI uptake up 23, cardiac RTF act -5, RTF Ca sens inh -7, CAL PDZ FP-1 -1.9 and CAL PDZ FP-2 -4.
Screening Cc1ccc(C(=O)N2CCC(C)CC2)cc1NC1=NC2CS(=O)(=O)CC2S1 (centres undefined) returned Rtt109 HAT inh 4, PKA-R2B act -2, Keap1-Nrf2 PPI -6, LANA DNA inh 1.2, DAGLB inhibitor 0, SR-BI uptake up 27, cardiac RTF act -4, RTF Ca sens inh -10 and CAL PDZ FP-1 0.1.
Screening CSc1oc(-c2cccs2)nc1S(=O)(=O)c1ccccc1 returned Rtt109 HAT inh 11, PKA-R2B act -4, Keap1-Nrf2 PPI -7, LANA DNA inh -0.7, DAGLB inhibitor -2, cardiac RTF act 4, RTF Ca sens inh -17, CAL PDZ FP-1 -0.6 and CAL PDZ FP-2 2.
Screening CN(C)S(=O)(=O)c1cc(NC(=O)C2=COCCO2)ccc1Cl returned Rtt109 HAT inh -2, PKA-R2B act -6, Keap1-Nrf2 PPI 4, LANA DNA inh -0.7, DAGLB inhibitor -1, SR-BI uptake up 2, cardiac RTF act 5, RTF Ca sens inh -4, CAL PDZ FP-1 -0.8 and CAL PDZ FP-2 -4.
`CCN(CC)CCP(=O)(c1ccccc1)c1ccccc1` gave Rtt109 HAT inh 2, PKA-R2B act -3, Keap1-Nrf2 PPI 4, LANA DNA inh 0.8, DAGLB inhibitor 1, SR-BI uptake up -71, cardiac RTF act -3, RTF Ca sens inh -15, CAL PDZ FP-1 -2.4 and CAL PDZ FP-2 -1.
COc1ccc(C(=O)CSc2nnc(-c3ccco3)o2)cc1 was read as Rtt109 HAT inh -5, PKA-R2B act 3, Keap1-Nrf2 PPI 6, LANA DNA inh 1.5, DAGLB inhibitor -2, SR-BI uptake up 4, cardiac RTF act -6, RTF Ca sens inh -7, CAL PDZ FP-1 -0.5 and CAL PDZ FP-2 0.
For CC(C)Nc1nc(SC(C)C(=O)Nc2ccccc2)nc(N(C)C)n1 (centres undefined) the results were Rtt109 HAT inh 13, PKA-R2B act 2, Keap1-Nrf2 PPI -2, LANA DNA inh 0.6, DAGLB inhibitor -2, SR-BI uptake up -1, cardiac RTF act 1, RTF Ca sens inh 0, CAL PDZ FP-1 14 and CAL PDZ FP-2 -8.
For O=C(Cc1cccc(C(F)(F)F)c1)OCN1C(=O)c2ccccc2C1=O the results were Rtt109 HAT inh -3, PKA-R2B act 8, Keap1-Nrf2 PPI -3, LANA DNA inh -0.2, DAGLB inhibitor -1, SR-BI uptake up 6, cardiac RTF act -2, RTF Ca sens inh -16, CAL PDZ FP-1 -1.6 and CAL PDZ FP-2 1.
CCOC(=O)c1nn(-c2ccc(F)cc2)c(=O)c(C#N)c1C was read as Rtt109 HAT inh 8, PKA-R2B act 0, Keap1-Nrf2 PPI 2, LANA DNA inh -6.4, DAGLB inhibitor -1, SR-BI uptake up 8, cardiac RTF act -3, RTF Ca sens inh 3, CAL PDZ FP-1 2.4 and CAL PDZ FP-2 -2.
Screening O=C(CNc1cccc2ccccc12)c1ccc([N+](=O)[O-])cc1 returned Rtt109 HAT inh 1, PKA-R2B act -13, Keap1-Nrf2 PPI -5, LANA DNA inh -0.3, DAGLB inhibitor 8, SR-BI uptake up -18, cardiac RTF act 3, RTF Ca sens inh -9, CAL PDZ FP-1 0.7 and CAL PDZ FP-2 -3.
CCCc1cc(=O)oc2cc(O[C@@H]3O[C@H](CO)[C@@H](O)[C@H](O)[C@H]3O)ccc12 was read as Rtt109 HAT inh -5, PKA-R2B act -8, Keap1-Nrf2 PPI 3, LANA DNA inh 0.8, DAGLB inhibitor -1, cardiac RTF act 1, RTF Ca sens inh -3, CAL PDZ FP-1 1.1 and CAL PDZ FP-2 -2.
For CCN(Cc1ccccc1)C(c1ccc(Cl)cc1)c1nnnn1C(C)(C)C (centres undefined) the results were Rtt109 HAT inh 12, PKA-R2B act -5, Keap1-Nrf2 PPI 1, LANA DNA inh 1.1, DAGLB inhibitor -5, SR-BI uptake up 16, cardiac RTF act 3, RTF Ca sens inh -2, CAL PDZ FP-1 -0.6 and CAL PDZ FP-2 -3.
Screening N#Cc1c(/N=C/c2cc3ccccc3s2)sc2c1CCC2 returned Rtt109 HAT inh 2, PKA-R2B act 8, Keap1-Nrf2 PPI -4, LANA DNA inh 0.0, DAGLB inhibitor -1, SR-BI uptake up 18, cardiac RTF act -4, RTF Ca sens inh 6, CAL PDZ FP-1 -0.4 and CAL PDZ FP-2 -5.
C=C(C)c1cccc(C(C)(C)NC(=O)Nc2ccc(OC)cc2)c1 was read as Rtt109 HAT inh -8, PKA-R2B act -3, Keap1-Nrf2 PPI -4, LANA DNA inh -0.7, DAGLB inhibitor -8, SR-BI uptake up -5, cardiac RTF act 7, RTF Ca sens inh -18, CAL PDZ FP-1 -2.7 and CAL PDZ FP-2 -2.
Screening CCc1ccc(N2CC(C(=O)Nc3ccc4c(c3)OCO4)CC2=O)cc1 (centres undefined) returned Rtt109 HAT inh -1, PKA-R2B act 2, Keap1-Nrf2 PPI -4, LANA DNA inh 1.2, DAGLB inhibitor 0, SR-BI uptake up 10, cardiac RTF act 3, RTF Ca sens inh -6, CAL PDZ FP-1 0.1 and CAL PDZ FP-2 -4.
`CCCCC(=O)NC(N1CCCCC1)C(Cl)(Cl)Cl` (centres undefined) gave Rtt109 HAT inh 1, PKA-R2B act -6, Keap1-Nrf2 PPI -2, LANA DNA inh -1.8, DAGLB inhibitor 0, SR-BI uptake up -24, cardiac RTF act 3, RTF Ca sens inh -1 and CAL PDZ FP-1 -0.3.
For O=C(CSc1nc2c(c(=O)[nH]1)CN(Cc1ccc(F)cc1)CC2)Nc1ccc(F)cc1 the results were Rtt109 HAT inh 12, PKA-R2B act -2, Keap1-Nrf2 PPI -3, LANA DNA inh 0.4, DAGLB inhibitor 4, SR-BI uptake up -25, cardiac RTF act -3, RTF Ca sens inh -3, CAL PDZ FP-1 -1.3 and CAL PDZ FP-2 -4.
Screening CC(=O)c1cnn(-c2cc(Oc3ccc(F)cc3)ncn2)c1C returned Rtt109 HAT inh -8, PKA-R2B act 8, Keap1-Nrf2 PPI -3, LANA DNA inh 3.0, DAGLB inhibitor 2, SR-BI uptake up 10, cardiac RTF act 2, RTF Ca sens inh 6, CAL PDZ FP-1 1.3 and CAL PDZ FP-2 -3.
For O=S(=O)(Nc1ccccc1O)c1ccc(-c2ccccc2)cc1 the results were Rtt109 HAT inh 19, PKA-R2B act -15, Keap1-Nrf2 PPI 3, LANA DNA inh -0.5, DAGLB inhibitor 0, SR-BI uptake up -29, cardiac RTF act 5, RTF Ca sens inh 1 and CAL PDZ FP-1 -0.4.
`O=C(NC1CCCN(CCc2ccccc2)C1)C1CCCC1` (centres undefined) gave Rtt109 HAT inh -3, PKA-R2B act 4, Keap1-Nrf2 PPI -4, LANA DNA inh 0.6, DAGLB inhibitor -5, SR-BI uptake up 6, cardiac RTF act 0, RTF Ca sens inh 2, CAL PDZ FP-1 0.3 and CAL PDZ FP-2 -2.
`COc1ccc(CCc2ccnc3ccccc23)cc1` gave Rtt109 HAT inh -4, PKA-R2B act -3, Keap1-Nrf2 PPI 1, LANA DNA inh 0.3, DAGLB inhibitor -4, SR-BI uptake up -13, cardiac RTF act 2, RTF Ca sens inh -2, CAL PDZ FP-1 -1.2 and CAL PDZ FP-2 0.
COc1nc2c(C)cccc2cc1-c1noc(-c2ccco2)n1 was read as Rtt109 HAT inh 7, PKA-R2B act -1, Keap1-Nrf2 PPI -8, LANA DNA inh -1.2, DAGLB inhibitor -9, SR-BI uptake up -9, cardiac RTF act 0, RTF Ca sens inh 4, CAL PDZ FP-1 -0.7 and CAL PDZ FP-2 0.
O=C(Nc1ccc(N2CCCC2)cc1)c1ccc2ccccc2c1 was read as Rtt109 HAT inh -3, PKA-R2B act -10, Keap1-Nrf2 PPI 3, LANA DNA inh -0.8, DAGLB inhibitor 3, SR-BI uptake up -88, cardiac RTF act -4, RTF Ca sens inh 0, CAL PDZ FP-1 -1.1 and CAL PDZ FP-2 1.
Screening O=C(CSc1nnc(-c2ccccn2)o1)Nc1cccc(Cl)c1 returned Rtt109 HAT inh -1, PKA-R2B act -11, Keap1-Nrf2 PPI -7, LANA DNA inh 0.4, DAGLB inhibitor 1, cardiac RTF act -1, RTF Ca sens inh -14, CAL PDZ FP-1 0.4 and CAL PDZ FP-2 -1.
Cc1ccc(NC(=O)C(=O)NCCCN2CC(C(=O)O)CC2=O)cc1 (centres undefined) was read as Rtt109 HAT inh 3, PKA-R2B act 2, Keap1-Nrf2 PPI 1, LANA DNA inh 0.9, DAGLB inhibitor 3, SR-BI uptake up 12, cardiac RTF act -3, RTF Ca sens inh -16, CAL PDZ FP-1 -1.4 and CAL PDZ FP-2 1.
Screening Cc1nc(C)c(-c2nnc(-c3cccc(S(=O)(=O)N(C)C)c3)o2)cc1C(=O)NN returned Rtt109 HAT inh -5, PKA-R2B act -8, Keap1-Nrf2 PPI 3, LANA DNA inh -0.3, DAGLB inhibitor 1, SR-BI uptake up -42, cardiac RTF act -1, RTF Ca sens inh -7, CAL PDZ FP-1 -0.8 and CAL PDZ FP-2 2.
`Cc1ccsc1/C=C/C1=Cc2c(sc(NC(=O)CSc3n[nH]c(N)n3)c2C#N)C(C)(C)C1` gave Rtt109 HAT inh 5, PKA-R2B act 2, Keap1-Nrf2 PPI -2, LANA DNA inh 4.5, DAGLB inhibitor 13, SR-BI uptake up -12, cardiac RTF act 17, RTF Ca sens inh -26, CAL PDZ FP-1 -0.6 and CAL PDZ FP-2 -3.
COc1cccc(CN2CC(C(=O)NCc3ccc(C)o3)CCC2=O)c1 (centres undefined) was read as Rtt109 HAT inh 5, PKA-R2B act 4, Keap1-Nrf2 PPI -6, LANA DNA inh -0.1, DAGLB inhibitor 0, SR-BI uptake up 15, cardiac RTF act -2, RTF Ca sens inh 0, CAL PDZ FP-1 -1.0 and CAL PDZ FP-2 -3.
`CCOC(=O)c1cc2occc2n1CCCN1C(=O)c2ccccc2C1=O` gave Rtt109 HAT inh 9, PKA-R2B act -6, Keap1-Nrf2 PPI 1, LANA DNA inh -1.9, DAGLB inhibitor -5, SR-BI uptake up 3, cardiac RTF act 6, RTF Ca sens inh -23, CAL PDZ FP-1 -1.7 and CAL PDZ FP-2 -10.

Screening data as filed in PubChem BioAssay.
